# UPR XBP1 act: activators of adaptive XBP1 UPR arm, primary screen, cell-based, CHO-XBP1 luciferase reporter, luminescence, uHTS. IRE1-XBP1 UPR activation; percent of tunicamycin response, DMSO as zero. activation, % at 20 µM. 330,000 compounds, 0.33% hits;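 active means versus positive control, 20 µM dose yields 30% or more activation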;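 further: 100% = tunicamycin at 10 µg/mL and 0% = DMSO only wells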
#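 incubation = overnight seeding at 37 °C, 6 h compound treatment at 37 °C | assay system = CHO-XBP1 cells stably carrying IRE1-XBP1-driven luciferase reporter | input = 1000 cells per well | detection = luciferase luminescence | dosing = single point, 20 µM final compound, 1% DMSO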
# CXCR6 inh: CXCR6 receptor inhibitors, primary screen, cell-based, beta-arrestin, luminescence, CHO-K1 PathHunter, 1536-well; C-X-C chemokine receptor type 6 (Homo sapiens), O00574; inhibition, % at 20 µM; 360,000 compounds, 0.36% hits; AID 602244, 2012; in the data active means inhibition above about 34%, passing the limit was not always enough;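 further: antagonist mode with CXCL16 agonist at 10 nM final; 0% = 10 nM CXCL16 with DMSO and 100% = unstimulated wells without agonist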
# Mdm2-MdmX inh: inhibitors of human Mdm2-MdmX association, primary screen, cell-based, luminescence, split luciferase, SaOS-2, uHTS; Protein Mdm4 (Homo sapiens) + E3 ubiquitin-protein ligase Mdm2 (Homo sapiens), …; SaOS-2 split-luciferase Mdm2/MdmX complementation; inhibition, % at 8 µM; 330,000 compounds, 3% hits;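 active means inhibition of at least 50% at 8 µM in the primary screen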
# Target sequence (O15151 whole entry, looked up): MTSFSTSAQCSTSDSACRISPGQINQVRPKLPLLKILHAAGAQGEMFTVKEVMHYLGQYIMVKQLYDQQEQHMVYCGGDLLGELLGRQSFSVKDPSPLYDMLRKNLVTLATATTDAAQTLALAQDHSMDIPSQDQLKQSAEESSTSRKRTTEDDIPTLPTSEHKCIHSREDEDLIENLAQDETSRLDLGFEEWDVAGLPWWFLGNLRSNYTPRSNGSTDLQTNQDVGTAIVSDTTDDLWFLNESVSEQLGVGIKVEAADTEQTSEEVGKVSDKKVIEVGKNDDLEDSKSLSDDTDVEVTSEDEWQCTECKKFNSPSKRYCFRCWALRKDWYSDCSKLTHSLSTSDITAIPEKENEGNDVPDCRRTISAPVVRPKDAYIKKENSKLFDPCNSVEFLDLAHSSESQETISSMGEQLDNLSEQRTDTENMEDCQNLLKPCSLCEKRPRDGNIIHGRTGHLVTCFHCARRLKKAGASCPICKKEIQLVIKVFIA
# Target sequence (Q00987 whole entry, looked up): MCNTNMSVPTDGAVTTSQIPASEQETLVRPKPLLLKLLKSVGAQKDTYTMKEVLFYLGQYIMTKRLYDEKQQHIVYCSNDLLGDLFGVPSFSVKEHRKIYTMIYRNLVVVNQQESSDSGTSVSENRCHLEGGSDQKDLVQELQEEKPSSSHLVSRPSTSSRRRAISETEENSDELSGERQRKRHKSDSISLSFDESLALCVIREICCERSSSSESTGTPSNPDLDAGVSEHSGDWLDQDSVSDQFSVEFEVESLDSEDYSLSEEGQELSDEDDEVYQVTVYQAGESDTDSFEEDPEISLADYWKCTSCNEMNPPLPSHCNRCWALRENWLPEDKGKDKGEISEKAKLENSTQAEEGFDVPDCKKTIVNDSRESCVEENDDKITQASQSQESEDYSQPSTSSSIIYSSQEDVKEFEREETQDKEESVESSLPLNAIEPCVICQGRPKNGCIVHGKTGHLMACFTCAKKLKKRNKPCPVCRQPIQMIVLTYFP
# CHOP UPR activ: activators of apoptotic CHOP UPR arm, primary screen, cell-based, CHO-CHOP luciferase reporter, luminescence, uHTS; UPR activation; percent of tunicamycin response over DMSO baseline; activation, % at 10 µM; 330,000 compounds, 0.34% hits; AID 449763, 2010;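 active means at 10 µM dose, activation of 40% or more, normalized to positive control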;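 further: 100% = tunicamycin at 10 µg/mL and 0% = DMSO alone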
#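 Evaluation: % reporter activation, DMSO baseline versus tunicamycin full activation; System: CHO-CHOP luciferase reporter cell line; Input: 500 cells/well; Incubation: 6 h compound treatment, 37 °C; Measured by: Steady-Glo luciferase luminescence; Dosing: one dose, 10 µM in 0.5% DMSO; Buffer or medium: F12 medium, 10% FBS; Benchmarks: positive tunicamycin 10 µg/mL, negative DMSO alone.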
# APJ antag: antagonists of human apelin receptor APJ, primary screen, CHO-K1 cells, beta-arrestin complementation, luminescence; P35414; inhibition, % at 20 µM; 330,000 compounds, 0.32% hits;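 active means inhibition above about 40% at 20 µM, limit read from the data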;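 further: cells challenged with 10 nM apelin-13 agonist together with compound; plate controls were apelin-13 plus DMSO wells for no effect and DMSO wells lacking apelin-13 for full effect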
# EBI2 block: EBI2 receptor antagonists, beta-arrestin recruitment, primary screen, cell-based, luminescence, 7a,25-OHC stimulation, uHTS. G-protein coupled receptor 183 (Homo sapiens), P32249. 360,000 compounds, 0.81% hits. 7a,25-OHC stimulated. inhibition, % at 5 µM. AID 651636, 2012; in the data active means inhibition above about 38%;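 further: enzyme fragment complementation signal reports receptor beta-arrestin coupling in cells; 0% = agonist plus DMSO wells and 100% = wells without agonist; some results beyond the cut were filed as inactive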
# APJ agonist: agonists of human apelin receptor APJ, primary screen, CHO-K1 cells, PathHunter beta-arrestin, luminescence | P35414 | activation, % at 20 µM | 330,000 compounds, 0.11% hits | 0% DMSO wells, 100% apelin | AID 2520, 2010;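 active means activation more than six SD over the plate average, tested at 20 µM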;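 further: 0% = DMSO alone and 100% = apelin-13 at 10 nM; some results filed as inactive read as strong as hits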
#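 Material: engineered CHO-K1 APJ arrestin reporter cells; amount: 1000 CHO-K1 reporter cells seeded per well; incubation: compound stimulation 90 min at 25 °C, detection 60 min; signal: luminescent beta-gal fragment complementation, chemiluminescent substrate; read-out basis: APJ agonist activity; controls: DMSO-only wells as negative, 10 nM Apelin-13 as positive control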
# tim23-1 inh: growth inhibitors of tim23-1 mutant yeast, primary screen, luminescence, uHTS; S. cerevisiae tim23-1 growth, BacTiter-Glo luminescence, 24 h; inhibition, % at 20 µM; 330,000 compounds, 1.3% hits; AID 463212, 2010;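 active means growth inhibition of the mutant yeast at or above 50%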;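 further: temperature-sensitive mutant grown at 25 °C; plate controls were DMSO-treated mutant yeast for no effect and medium wells lacking yeast for full effect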
# CCR6 antag: CCR6 receptor antagonists, primary screen, cell-based, CHO-K1, luminescence, beta-arrestin, uHTS; C-C chemokine receptor type 6 (Homo sapiens), P51684; inhibition, % at 20 µM; CHO-K1 CCR6 PathHunter beta-arrestin, CCL20-stimulated; 340,000 compounds, 0.49% hits;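 active means compounds whose inhibition of the agonist-driven luminescence signal at 20 µM reaches about 50%, limit read from the data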;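 further: cells stimulated with CCL20 at 14 nM final; plate controls were DMSO with CCL20 for no effect and DMSO without agonist for full effect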
# * marks the source's active call; other numbers are inactive results; . = not tested or not shown. These rows are one share of the data, so the mix of outcomes need not match the whole.
SMILES,UPR XBP1 act,CXCR6 inh,Mdm2-MdmX inh,CHOP UPR activ,APJ antag,EBI2 block,APJ agonist,tim23-1 inh,CCR6 antag
COc1ccc2nc(NC(=O)c3ccc(-n4nc(C)cc4C)cc3)sc2c1,-1,-2,36,0.7,-2,12,2,-2,-6
COc1ccccc1CNC(=O)c1ccccc1C(=O)NC(C)(C)C(=O)NCc1ccccc1OC,-2,-1,-26,-1.0,3,-7,0,9,5
COc1ccc(Cl)cc1NC(=O)CSc1nnc(CNC(=O)c2ccco2)o1,1,-1,-25,-0.1,10,-11,-2,9,22
COc1cc(NC(=O)CSc2nnc(Cn3nnc4ccccc43)n2C)cc(OC)c1,2,2,-2,-1.0,19,3,3,7,1
Cc1ccc2c(c1)Oc1ccc([N+](=O)[O-])cc1C(=O)N2,0,-1,-15,-1.1,-5,1,-4,3,9
CC(C)(C)NC(=O)/C=N/O,0,-3,3,-0.9,7,-5,-3,7,-20
CN1CCN(S(=O)(=O)c2cccc(C(=O)Nc3sc4c(c3C(N)=O)CCCC4)c2)CC1,4,4,-1,-0.4,10,1,-1,15,4
N/C(=N\OC(=O)Cc1ccccc1)c1cccc(Br)c1,3,-4,9,0.9,-34,0,2,23,-2
CCOC(=O)C1C(=O)NC(N2CCOCC2)=NC1c1ccco1 (stereo unspecified),-2,6,0,-0.6,-18,4,-2,6,0
CCCCN(CCCC)CCCNC(=O)C12CN(Cc3ccccc3)CC1C(c1cccc([N+](=O)[O-])c1)=NO2 (stereo unspecified),-1,20,48,0.2,19,1,-6,1,4
Cc1sc2ncn(CC(=O)NCc3ccco3)c(=O)c2c1-c1ccc(F)cc1,1,0,13,2.0,13,-4,0,16,0
Cc1nc2ccccc2c(=O)n1/N=C/c1cccs1,0,-8,2,2.5,-5,-6,-1,7,8
CCOC(=O)Nc1ccc2c(c1)N(C(=O)CCN1CCN(CCO)CC1)c1ccccc1CC2,-4,1,-8,-0.1,12,-2,-1,-2,-7
CCOC(=O)C1=C(C)N(CCCC(=O)O)C(=O)NC1c1ccccc1OC(=O)c1cccs1 (stereo unspecified),-1,.,-29,2.4,1,.,4,12,.
CC(C)CS(=O)(=O)C1=NN2C(=N)/C(=C\c3ccc(OC(=O)c4ccco4)cc3)C(=O)N=C2S1,2,6,18,-0.2,21,9,-2,8,19

# Two of these compounds in a different format:
# The line under a structure holds: UPR XBP1 act, CXCR6 inh, Mdm2-MdmX inh, CHOP UPR activ, APJ antag, EBI2 block, APJ agonist, tim23-1 inh, CCR6 antag
> Cc1nc2ccccc2c(=O)n1/N=C/c1cccs1
 : 0, -8, 2, 2.5, -5, -6, -1, 7, 8
> CCOC(=O)Nc1ccc2c(c1)N(C(=O)CCN1CCN(CCO)CC1)c1ccccc1CC2
 : -4, 1, -8, -0.1, 12, -2, -1, -2, -7

# New compounds follow
SMILES,UPR XBP1 act,CXCR6 inh,Mdm2-MdmX inh,CHOP UPR activ,APJ antag,EBI2 block,APJ agonist,tim23-1 inh,CCR6 antag
Cc1ccc(S(=O)(=O)NCCC(=O)NCC(c2cccs2)N(C)C)cc1C (stereo unspecified),1,-6,7,0.0,-1,-5,-3,19,-9
COc1ccc(C(=O)N/N=C(\C)CC(=O)Nc2ccc(Cl)cn2)cc1,-2,7,8,-0.2,-30,-14,1,9,1
Cc1ccc(C(=O)/C=C/c2ccc3ncccc3c2)cc1,-3,-3,11,5.2,1,13,1,69*,10
O=C1CN2C(=N1)N(Cc1ccccc1)c1ccccc12,1,-2,3,-2.0,-15,-7,-7,7,3
CCOc1ccc2[nH]c3c(N4CCN(c5ccccn5)CC4)ncnc3c2c1,15,-6,33,5.6,-1,5,2,43,4
Cc1oc(/N=C/c2ccc(O)cc2O)c(C#N)c1C,1,-1,-11,2.3,13,-5,0,25,24
Cc1cc(=O)[nH]c(N/N=C/c2c(F)c(F)c(F)c(F)c2F)n1,1,-8,15,0.6,10,12,-1,12,7
CO[C@H]1C=CO[C@@]2(C)Oc3c(C)c(O)c4c(O)c(c(C=NN5CCN(C)CC5)c(O)c4c3C2=O)NC(=O)C(C)=CC=C[C@H](C)[C@H](O)[C@@H](C)[C@@H](O)[C@@H](C)[C@H](OC(C)=O)[C@@H]1C,-6,22,22,-0.6,26,-8,9,20,33
O=C(O)c1ccc(S(=O)(=O)c2ccc3c(c2)C(=O)N(c2ccc(Br)cc2)C3=O)cc1,-2,3,-15,0.2,16,-6,2,35,7
COC(=O)c1ccc(CSc2nncn2N)cc1,-4,-2,-24,-1.9,-2,-6,-3,5,-7
CC(C)(C)NC(=O)CN(C(=O)CSc1nnc(COc2ccccc2)o1)c1cccc(F)c1,-1,-1,5,-0.3,-13,23,2,16,5
Clc1ccc(-c2nnc(COc3ncnc4sccc34)o2)cc1,-3,0,2,2.6,-13,9,-1,20,3
O=C(NC(=S)N1CCc2ccccc21)c1ccco1,0,0,14,-0.8,-2,-19,1,21,5
Cc1ccc(/C=C/C(=O)OCC(=O)NCc2cccs2)o1,-2,-4,11,0.4,0,-1,-5,12,12
COC(=O)c1ccccc1NC(=O)Cn1cnc([N+](=O)[O-])c1,-4,0,25,3.4,7,-15,-3,11,2
O=C(CCCC(=O)N1CCN(c2ccc([N+](=O)[O-])cc2)CC1)c1ccccc1,-2,-2,12,3.1,4,-6,-3,18,13
O=S(=O)(/N=C/c1c(O)ccc2ccccc12)c1ccccc1,-8,-15,21,-1.1,-19,-16,8,38,7
CCN(CC)CCCNC(=O)c1cc2c(Cl)nc3ccccc3c2s1,-2,-7,-9,-2.0,3,-10,-2,6,9
C#CNC(=O)C1(CC=C)CCNCC1,1,-2,-48,-0.1,-7,-13,1,11,-1
Cc1cccc(Oc2ccccc2NC(=O)CSCC(=O)Nc2cc(C)on2)c1,-3,4,67*,1.4,21,-10,4,22,1
CC(=O)c1cccc(NC(=O)C(C)OC(=O)CN2C(=O)NC(C)(C)C2=O)c1 (stereo unspecified),1,-22,11,0.0,5,-10,-5,2,12
O=C(NC1CCCc2ccccc21)c1ccc(=O)[nH]c1 (stereo unspecified),-2,-2,3,2.3,3,12,5,16,5
COc1ccc(N2CCN(CC(O)COCc3ccccc3)CC2)cc1 (stereo unspecified),-2,1,15,0.1,12,-5,-3,8,12
CCc1sc(C(=O)NC(C)C2CCCO2)cc1Br (stereo unspecified),0,10,5,0.7,16,0,-3,7,-5
COc1ccc(/C=N/N2CCN(c3ccc(Cl)cc3)CC2)cc1,2,-1,3,0.4,7,-3,-1,-3,6
C=CCN1C(c2ccc(Br)cc2)=CS/C1=C(/C#N)c1nnc(N2CCOCC2)n1-c1ccccc1,-1,14,7,-0.2,21,9,-3,30,11
Cn1c(SCC(=O)NC2CCCCC2)nnc1-c1ccccc1O,-3,-9,0,-1.7,10,-21,-2,-3,3
CSc1ccc(S(=O)(=O)NCCCn2ccnc2)cc1,-3,-8,4,-0.8,0,-3,0,-12,9
CCc1ncc(C)nc1CC,-3,-7,4,-0.1,-51,-1,-3,12,-5
CN(Cc1cnccn1)C(=O)c1cc(COc2cccc(C(F)(F)F)c2)on1,7,6,18,2.9,1,-2,-2,27,-4

# Entries of single compounds as entered above. Values in the order: UPR XBP1 act, CXCR6 inh, Mdm2-MdmX inh, CHOP UPR activ, APJ antag, EBI2 block, APJ agonist, tim23-1 inh, CCR6 antag
# Listed for O=C(CCCC(=O)N1CCN(c2ccc([N+](=O)[O-])cc2)CC1)c1ccccc1 : -2, -2, 12, 3.1, 4, -6, -3, 18, 13
# Listed for O=S(=O)(/N=C/c1c(O)ccc2ccccc12)c1ccccc1 : -8, -15, 21, -1.1, -19, -16, 8, 38, 7
# Listed for CCN(CC)CCCNC(=O)c1cc2c(Cl)nc3ccccc3c2s1 : -2, -7, -9, -2.0, 3, -10, -2, 6, 9

# Additional compounds:
SMILES,UPR XBP1 act,CXCR6 inh,Mdm2-MdmX inh,CHOP UPR activ,APJ antag,EBI2 block,APJ agonist,tim23-1 inh,CCR6 antag
COCCCn1c(SCC(=O)OC2CCCCC2)nnc1-c1ccco1,1,-2,8,0.5,-17,-4,-4,21,-11
CC1CC(C)(C)NC(=S)N1CC(=O)NCc1ccc2c(c1)OCO2 (stereo unspecified),-1,-2,18,2.5,-24,1,1,0,-3
COc1ccc(C2/C=C\CN(C(=O)Nc3ccc(C(F)(F)F)cc3)CC(=O)N2Cc2ccc(F)cc2)cc1 (stereo unspecified),-5,-8,27,5.0,-26,-11,18,53*,5
Cc1nc2ccccc2c(=O)n1CCc1ccc(O)cc1,3,-3,-22,1.7,2,-2,-4,6,2
COc1ccccc1Nc1ccc(C(=O)NCc2cccs2)cn1,2,11,5,1.6,-15,6,-3,16,1
O=C(NCCc1ccccc1)C1CCCN(S(=O)(=O)c2cccnc2)C1 (stereo unspecified),-2,-6,1,-1.5,14,-1,1,6,2
NS(=O)(=O)c1ccc(CNC(=O)c2cc(=O)c3cc(Cl)ccc3o2)cc1,-2,6,-24,2.7,19,-6,-3,4,16
Oc1c(N=Nc2ccccc2)sc2ccccc12,-3,19,-188,-2.3,34,14,-5,7,34
CCn1c2ccccc2c2cc(C3C(C#N)=C(N)Oc4n[nH]c(COC)c43)ccc21 (stereo unspecified),6,-6,25,6.8,-11,13,3,42,-1
CCCc1cc(=O)n2nc(N3CCC(C(=O)Nc4c(F)c(F)c(F)c(F)c4F)CC3)sc2n1,-4,3,12,0.7,-12,-9,6,6,1
